Pf Dd2 inh: inhibitors of Plasmodium falciparum Dd2 growth. Potency, µM (doses to about 28.9 µM), inactives show at the top dose activity, negative = inhibition, actives largely listed as inhibitors. P. falciparum Dd2 growth, SYBR Green, 72 h. 4.3% of 120,000 active. AID 1347417; active = well fitted inhibition curve with a large enough effect; inconclusive = small, poorly fitted or top-dose-only effect; inactive = no such curve, though single readings can be large or run the other way;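 note: plate controls were DMSO vehicle for no effect and reference drug for full effect; nearly all actives have a fitted effect of over 65% in size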
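Infected erythrocytes (Dd2, 0.3% parasitemia, 2.5% hematocrit final) are added to compound in RPMI-1640/Albumax II medium, grown 72 h at 37C in low oxygen, then lysed with saponin/Triton-X containing SYBR Green and read by fluorescence.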
Active calls of the source: *; i = inactive; u = inconclusive; [ ] = dose if it differs, or a comment. Potency is the fitted concentration of half-maximal effect. This is a subset. The share of hits here may be higher or lower than overall.

# | SMILES | Pf Dd2 inh
1 | COc1cccc(CSc2nc(-c3ccccc3OC)nc3c2Cc2c(CO)cnc(C)c2O3)c1 | 5.01µM*
2 | O=C([C@@H]1C[C@H](F)CN1C(=O)Nc1cccc(Cl)c1)N1CCCCC1 | u
3 | Cc1ccccc1CN1CC[C@@H]2CN(S(C)(=O)=O)[C@@H]2C1 | -2.8%
4 | CC(C)NC(=O)N1CC2ON=C(C(=O)N3CCOCC3)C2C1 (stereo not given) | 18.5%
5 | CCOC(=O)C1=CN(CC(=O)NCc2ccc(Cl)cc2)S(=O)(=O)N=C1C | 34.6%
6 | Cc1cnc(C(=O)NC2C[C@H]3CC[C@@H](C2)N3C(=O)c2ccc(Br)o2)cn1 (stereo not given in full) | i
7 | Cc1ncoc1C(=O)N1CC(c2noc(C3CCCN3CC3CC3)n2)C1 (stereo not given) | u
8 | Cc1cccc(NC(=O)CSc2nc(-c3ccco3)nc3cc(=O)[nH]n23)c1 | -9.1%
9 | Cc1nc(-c2ccco2)cc([C@H]2CN3CC[C@H]2C[C@@H]3CNC2CCOCC2)n1 | 11.2µM*
10 | CC(C)NC(=O)N1CCCC(c2noc(COc3ccccc3F)n2)C1 (stereo not given) | -12.2%
11 | CCc1cc(=O)n(CC(=O)Nc2ccc(OC)cc2)c(-c2cccc(F)c2)n1 | u
12 | CNC(=O)c1cc(-c2ccc(C)cc2)cc2c1OCCN2Cc1cccnc1 | u
13 | O=C(NCCc1ccc(Cl)cc1)c1ccc2c(c1)nc1n2CCOC1 | 10.9%
14 | CN(Cc1cccnc1)c1ccc2ncc(Nc3cccc(C(F)(F)F)c3)n2n1 | u
15 | CN(C)C[C@@H]1CN(Cc2ccccc2)C[C@H]1NC(=O)c1ccn(C)n1 | 5.5%
16 | O=C(NCc1ccco1)c1ccc2c(c1)N(Cc1ccc(F)cc1)C(=O)c1ccccc1S2=O (stereo not given) | u
17 | CCOC(=O)c1c(C)oc2c(Cl)cc(NS(=O)(=O)c3ccc(Cl)c(C)c3)cc12 | 2.1%
18 | COc1ccc(N2CCN(C(=O)Cn3c(-c4cccs4)cc4ccccc43)CC2)cc1 | u
19 | O=C(c1ccnc2ccccc12)N1CCC2(CC1)Nc1ccccc1NC2=O | 8.3%
20 | Cc1ccc(C(=O)c2cn(Cc3cccc(C)c3)c3nc(C)ccc3c2=O)cc1 | u
21 | CCn1c(=O)n(-c2ccc(F)c(Cl)c2)c(=O)c2c3c(sc21)CN(C(C)=O)CC3 | -21.7%
22 | CN(C(=O)CSc1nc2ncccc2o1)c1ccc(F)cc1 | -20.2%
23 | COCCN1CCCCCC(O)c2cc(C(=O)N(C)Cc3ccc(N4CCCCC4)cc3)ccc21 (stereo not given) | u
24 | N#Cc1ccc(O[C@@H]2COCC[C@H]2NC(=O)CCn2ccc(=O)[nH]c2=O)cc1 | -7.9%
25 | Cc1cccc2c1nc1n2[C@@H](CNC(=O)c2ccncc2)COC1 | -5.9%[44.1 µM]
26 | CN1CC(=O)N(C2CCCNC2)Cc2c(NCCO)ncnc21 (stereo not given) | 15.2%
27 | O=C(C1CCCCC1)N1CCC2(CC1)CC(N(Cc1ccc(F)cc1)C1CC1)CCO2 (stereo not given) | u
28 | Cc1cc(C)c(S(=O)(=O)N2CCN(Cc3ccc4c(c3)OCO4)CC2)cc1C | 0.4%
29 | C=C[C@H]1CN2CC[C@H]1C[C@@H]2CNCc1ccc(N(C)C)cc1 | i
30 | COc1ccc(S(=O)(=O)N(Cc2nc(-c3cccc(C)c3)no2)C2CCCCC2)cc1 | u
31 | COc1ccc(CN2C(=O)C3(CCOCC3)CC2c2nnnn2C(C)(C)C)cc1 (stereo not given) | 37.1%[activator]
32 | COc1ccccc1NC(=O)Cn1c(SCC(=O)Nc2ccc(F)cc2)nc2ccccc21 | i
33 | Cc1ccc(CN2CCC(CNc3nccc(-c4ccccn4)n3)CC2)o1 | i
34 | O=C1Cc2c(-c3cc4ccccc4o3)n[nH]c2CN1Cc1ccccc1 | -10.2%[44.1 µM]
35 | O=C(CSc1nc2c([nH]c3ccccc32)c(=O)n1-c1ccc(F)cc1)N1CCCCCC1 | i
36 | COc1ccc(N2CCN(C3CCCN(C(=O)C(C)(C)N)C3)CC2)cc1 (stereo not given) | 4.1%
37 | O=C(NCc1ccco1)C1CN(S(=O)(=O)c2ccccc2)CC12CCCCC2 (stereo not given) | u
38 | O=C(Cc1c[nH]c2ncc(-c3cccc(CO)c3)cc12)NCc1cccnc1 | u
39 | COc1ccc(C(=O)N2CCC[C@H]2c2nc(-c3ccc(OC)cc3)no2)cc1 | i
40 | O=C(NCc1ccccc1)C(=O)NCC(c1ccco1)S(=O)(=O)c1cccs1 (stereo not given) | i
41 | CCNC(=O)N1CCCN(S(C)(=O)=O)C(c2ccccc2)CC(=O)NCC1 (stereo not given) | 5.4%
42 | Cc1ccc(C2NC(=O)N(CC(=O)NCc3ccccc3Cl)C3=C2C(=O)OC3)cc1 (stereo not given) | -7.2%
43 | CC1(C)CC(=O)c2cc(C(=O)Nc3ccccc3Cl)c(=O)n(-c3ccc(Cl)cc3)c2C1 | u
44 | COCCN1C(=O)CC[C@]2(C(=O)NCc3cc(F)ccc3F)CCCC[C@@H]12 | -0.5%
45 | CCn1c(=O)c2cc(C(=O)NC3CCCCCC3)sc2c2ccccc21 | u
46 | Cn1ncc(N2CCN(CC3(O)CNCCOC3)CC2)cc1=O (stereo not given) | -3.8%
47 | COCC(=O)N[C@@H]1CCC[C@@H](C(=O)NCc2cc(F)cc(F)c2)CC(=O)N(C)C1 | 21.0%[44.1 µM]
48 | CCc1ccc(NC(=O)Cn2nc3n(c2=O)CCCC3)cc1 | -2.1%
49 | Cc1ccc(CNC(=O)C2CCCN(c3ncnc4onc(-c5ccc(F)cc5)c34)C2)cc1 (stereo not given) | u
50 | CCc1noc(-c2cn(C3CCN(C(=O)c4ccc(C)c(F)c4)CC3)nn2)n1 | -0.8%
51 | O=C(O)CCCC(=O)N1Cc2ccccc2CC2(CCCN2Cc2ccccc2)C1 (stereo not given) | -6.8%
52 | CCOc1ccccc1NC(=O)COC(=O)CC(C)(C)CC1=NS(=O)(=O)c2ccccc2N1 | 15.2%
53 | CCC1(N2CCN(C(=O)c3ccc(Cl)s3)CC2)CCN(S(C)(=O)=O)C1 (stereo not given) | -26.5%
54 | c1cncc(-c2cnc3n[nH]c(-c4ccc5c(c4)OCO5)c3n2)c1 | u
55 | COc1ccc(-c2cc(-c3ccccc3)nc3c2COc2ccccc2-3)cc1 | i
56 | CN1CCCN(CCC(=O)N2CCC3(CC2)OCCCC3O)CC1 (stereo not given) | -8.8%
57 | CCN(CC)S(=O)(=O)c1ccc2nc(NC(=O)c3ccccc3OC)sc2c1 | u
58 | Cc1oc2ncn(CC(C)C)c(=O)c2c1C(=O)NCCCN1CCCCC1C (stereo not given) | u
59 | CCOC(=O)N1CCc2c(sc(NCc3cc(OC)c(OC)cc3OC)c2C(=O)Nc2ccc(OCC)cc2)C1 | u
60 | C[C@@H](NC(=O)N1CCOC[C@H]1c1ncc(-c2ccc(Cl)cc2)[nH]1)c1ccccc1 | 12.6µM*

4 of the compounds above, field by field:
54. c1cncc(-c2cnc3n[nH]c(-c4ccc5c(c4)OCO5)c3n2)c1
  Pf Dd2 inh = u

55. COc1ccc(-c2cc(-c3ccccc3)nc3c2COc2ccccc2-3)cc1
  Pf Dd2 inh = i

56. CN1CCCN(CCC(=O)N2CCC3(CC2)OCCCC3O)CC1 (stereo not given)
  Pf Dd2 inh = -8.8%

57. CCN(CC)S(=O)(=O)c1ccc2nc(NC(=O)c3ccccc3OC)sc2c1
  Pf Dd2 inh = u

Following part:
# | SMILES | Pf Dd2 inh
61 | CCn1c(=O)cc(OCC(=O)NCc2ccccc2Cl)c2ccccc21 | -1.4%
62 | CCC1Oc2ccc(NC(=O)C(CC)c3ccccc3)cc2CN(Cc2ccccc2)C1=O (stereo not given) | -14.6%
63 | COCCC(=O)N1CCC(c2noc(C3CC3)n2)C1 (stereo not given) | i[5.79 µM]
64 | COc1ccc(NC(=O)Cn2nc(C(F)(F)F)c3c2CCCC3)cc1OC | -6.9%
65 | CCC1c2nccn2CCCN1C(=O)CCc1c(C)noc1C (stereo not given) | -22.5%
66 | Cc1ccc2nc(C3CCN(Cc4ccc(-c5cccs5)cc4)CC3)[nH]c(=O)c2c1 | u
67 | O=C1NCCOCCCN(C(=O)c2nccc3ccccc23)[C@H]2CCCC[C@@H]12 | i
68 | CC(=O)Nc1ccc([C@H]2OCC(=O)N(Cc3ccccc3)[C@@H]2CO)cc1 | 7.1%[44.1 µM]
69 | CCOC(=O)c1c(C)[nH]c(CCC(=O)NCc2cc(Br)ccc2OC)c1C | -2.0%
70 | COc1cc(=O)n2c(c1C(=O)Nc1ccccc1Cl)CCCC2 | 3.1%
71 | COCCOc1cc(C)c2c(c1C)C[C@H](C(C)C(=O)NCc1cccs1)CC2 (stereo not given in full) | u
72 | Cc1cc(C)n(CC(=O)N[C@@H]2CN(c3ncccn3)C[C@H]2CN(C)C)n1 | 5.7%
73 | CCOc1ccccc1CNC(=O)c1ccc2c(c1)sc1nc(-c3ccccc3)cn12 | u
74 | Cc1ccc(-c2c(C)n3c4c(=O)n(C)c(=O)n(C)c4nc3n2-c2cccc(O)c2)cc1 | 10µM*
75 | COC(=O)[C@H](Cc1ccc(OC)cc1)NC(=O)[C@@H]1CN(C(=O)NC(C)C)CCN1S(C)(=O)=O | -16.8%
76 | Cc1ccc(CNCc2ccccc2Cl)s1 | -24.3%
77 | COc1ccccc1N1CCN(C(CNC(=O)C(=O)NCCc2ccccc2)c2cccnc2)CC1 (stereo not given) | u
78 | CCCCN(CC)CCNC(=O)C1CCCN(c2ncnc3onc(C)c23)C1 (stereo not given) | u
79 | O=C1Nc2cc(Cl)ccc2C(=O)N2CC[C@H](NS(=O)(=O)c3cccs3)[C@@H]12 | i
80 | CN1C(=O)CS(=O)(=O)C12CCN(C(=O)c1cc(F)ccc1Cl)CC2 | u
81 | Cc1ccc(NC(=O)c2ccc(-n3c(C)nnc3C)cc2)cc1F | u
82 | CC(=O)N1CCOc2ccc(CCC(=O)NCCN3CCCCC3C)cc2C1 (stereo not given) | -0.2%
83 | O=C(Nc1cccc(F)c1)N1CCOc2ccc(CN3CCc4ccccc4C3)cc2C1 | 2µM*
84 | O=C(Nc1c(C(=O)O)oc2ccccc12)c1ccc(C(F)(F)F)cc1 | 5.3%
85 | CCn1ccc(C(=O)N2CCCC(c3nn(C)c(=O)n3-c3ccccc3)C2)n1 (stereo not given) | 7.5%
86 | CCSc1nc2sc3c(c2c(=O)n1-c1ccc(C)cc1)CCCC3 | -16.4%
87 | CCOc1ccc(Cn2c(CNS(=O)(=O)c3cccc(Cl)c3)nc3cccnc32)cc1 | -7.7%
88 | COCCNC(=O)C(NC(=O)CC(C)C)C1CCN(C(=O)c2ccccc2C)CC1 (stereo not given) | 4.7%
89 | O=C(c1cccc(Cl)c1)N1CCC2(CC1)N=C(c1cccc(Br)c1)NO2 | 16.2%
90 | O=C(NCc1ccc2c(c1)OCO2)C1Cn2cccc2C(=O)N1Cc1ccccc1 (stereo not given) | -13.6%
91 | Cc1cn2c(=O)cc(CN3CC(=O)N(C)c4ccccc4C3=O)nc2s1 | 2.6%
92 | Cc1cc2c(cc1S(=O)(=O)C(C)CC(=O)NC1CCC(C)CC1)OCC(=O)N2 (stereo not given) | -16.9%
93 | CNC(=O)c1cc2cc(-c3c(C)noc3C)nc(-c3ccccc3C)c2o1 | u
94 | Cc1nc(C(C)C)cc(N2CCC(Oc3cccc(F)c3)(C(=O)O)CC2)n1 | 15.5%
95 | COCCCNC(=O)Cn1c(=O)n(-c2cccc(C)c2)c(=O)c2c1c1cc(C)ccc1n2C | 4.9%
96 | COc1ccc(CNC(=O)c2cc3c(=O)n(Cc4cccs4)ccc3nc2C)cc1 | u
97 | Cc1cc(NC(=O)N2CCC(n3cnnc3C3CC3)C2)ccc1Br (stereo not given) | -8.4%
98 | Cc1n[nH]c(C)c1S(=O)(=O)N(CC(=O)NCc1ccccc1Cl)c1ccc(C(C)C)cc1 | u
99 | CC(C)NC(=O)c1cc2c(Cl)nc3ccccc3c2s1 | 3.3%
100 | CN(C)c1ccc(CN2CC(Oc3ccc(F)cc3F)C2)cc1 | -16.5%
101 | COCCn1c(CNC(=O)c2cc(OC)c(OC)c(OC)c2)nc2cccnc21 | -2.2%
102 | COc1ccc(C2(C(=O)N3C[C@@H](Oc4cccnc4)C[C@H]3C(=O)NC3CC3)CC2)cc1 | 19.4%
103 | Cc1ccc(CNC(=O)c2ccc3c(c2)N(C(=O)c2ccc(F)cc2)CC3)o1 | -12.3%
104 | CC1=C[C@@H](CNC(=O)COc2ccccc2)[C@H](C(C)C)C[C@H]1CC(=O)NCc1cccnc1 | i
105 | O=C1NCC2(CCN(C(=O)c3ccccc3C3CCNC3)CC2)O1 (stereo not given) | -11.1%
106 | O=C1CCC2(CNC(=O)C3CCC3)CCCC=C2N1 (stereo not given) | 4.8%
107 | CC1CCc2c(sc3nnn(Cc4ccccc4)c(=O)c23)C1 (stereo not given) | -13.2%
108 | COc1ccc(Cn2c(SCc3ccc(C(=O)NCc4ccc(C)cc4)cc3)nc3cccnc32)cc1 | 10µM*
109 | CCc1ccc(CNC(=O)C2CCCN(c3nnc(C)c4c(C)n(-c5ccccc5)nc34)C2)cc1 (stereo not given) | -29.0%
110 | CN1[C@@H](CCC(=O)NCc2ccc(F)cc2)CNC(=O)[C@@H]2[C@H]1CCN2Cc1ccc(S(C)(=O)=O)cc1 | -15.5%
111 | CCOC(=O)c1cccc(NC(=O)N2CC[C@@H](CC(=O)NCc3ccccc3)[C@@H](CC)C2)c1 | i
